Assay outcomes: PubChem BioAssay, several laboratories
SRC1 inh: SRC1 coactivator transcriptional activity inhibitors, primary screen, cell-based, luminescence; Nuclear receptor coactivator 1 (Homo sapiens), Q15788; HEK293 GAL4-SRC1 luciferase reporter; inhibition, % at 3.6 µM; 360,000 tested, 0.12% active;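 active means inhibition above the campaign mean plus 3 SD, with each screening campaign given its own cutoff, cut at about 60% in these data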;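 further: 0% = DMSO treated cells and 100% = gossypol at 36 µM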
TRAIL sens C8: viability loss with TRAIL in NB7+C8 cells, primary screen, TRAIL sensitizer project, cell-based, ATPlite luminescence; inhibition (viability loss, TRAIL sensitization), % at 10 µM; 360,000 tested, 1% active; AID 624354, 2012;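 active means compounds causing at least 50% loss of cell viability in the single-dose screen, relative to plate controls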
COUP-TFII inh: NR2F2 transcriptional activity inhibitors, primary screen, cell-based, luciferase reporter, HEK293T, luminescence. COUP transcription factor 2 (Homo sapiens), P24468. HEK293T NGFI-A luciferase reporter. inhibition, % at 8.6 µM. 370,000 tested, 0.7% active. AID 686940, 2013;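 active means inhibition above a per-plate cutoff, mean inhibition of test wells between control levels plus 3 SD, cut at about 38% in these data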;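 further: cells cotransfected with COUP-TFII expression vector driving the NGFI-A reporter; 0% = median of COUP-TF2 test wells and 100% = reporter-only cells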
Target sequence (P24468 whole entry, looked up): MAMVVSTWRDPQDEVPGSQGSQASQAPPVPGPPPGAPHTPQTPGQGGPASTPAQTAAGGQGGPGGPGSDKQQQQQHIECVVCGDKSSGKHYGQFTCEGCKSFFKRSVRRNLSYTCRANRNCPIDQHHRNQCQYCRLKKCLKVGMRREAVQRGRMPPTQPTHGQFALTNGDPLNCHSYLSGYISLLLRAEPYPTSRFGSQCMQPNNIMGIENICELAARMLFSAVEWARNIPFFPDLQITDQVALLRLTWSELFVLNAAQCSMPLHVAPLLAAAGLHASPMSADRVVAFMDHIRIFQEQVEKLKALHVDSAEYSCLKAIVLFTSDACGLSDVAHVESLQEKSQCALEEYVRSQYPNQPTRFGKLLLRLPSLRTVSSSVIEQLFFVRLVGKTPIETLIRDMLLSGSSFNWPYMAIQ
Shn3 3UTR inh: reduction of Shn3 3'UTR firefly luciferase signal, primary screen, Schnurri-3 inhibitor project, cell-based, Clone20 osteoblasts, set 2; inhibition, % at 12.5 µM; 360,000 tested, 0.52% active; Clone20 osteoblast Shn3 3'UTR firefly luciferase, 24 h;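 active means mean inhibition of at least 75% with every replicate also reaching 75%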;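 further: 0% = median of neutral control wells and 100% = pilot-screen positive control compound; some compounds past the cut are filed as inactive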
KKLEB tox: cytotoxicity in KKLEB CF airway cells, primary screen, cytotoxicity control for CF NF-kB inhibitor project, cell-based, uHTS, fluorescence assay plates. KKLEB CF airway cells viability, ATPlite luminescence, overnight; active compounds read low; cells stimulated with P. aeruginosa culture filtrate. activity change (cytotoxicity), % at 5 µM. 360,000 tested, 0.36% active. AID 602141, 2011;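 active means corrected activity change at or below -50% at 5 µM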
EBV LMP1 NFkB: EBV LMP1-driven NF-kappaB luciferase reporter inhibitors, primary screen, cell-based, luminescence, single point. inhibition, % at 12.5 µM. LMP1-induced NF-kappaB luciferase reporter cells. 350,000 tested, 0.69% active; in the data active means inhibition above about 41%;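 further: 0% = neutral control wells and 100% = reference inhibitor control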
CF NFkB block: inhibitors of PAF-induced NF-kB signaling, primary screen, cell-based, GFP fluorescence, uHTS; KKLEB NF-kB-GFP reporter, GFP fluorescence overnight; inhibition, % at 5 µM; 360,000 tested, 0.86% active; AID 588850, 2011;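 active means at least 50% inhibition at 5 µM, scaled per plate between neutral and stimulator controls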;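 further: PAF is a Pseudomonas aeruginosa culture filtrate used as stimulus; plate controls were PAF-stimulated DMSO wells for no effect and unstimulated DMSO wells for full effect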
NR5A2 inv ag: LRH-1 (NR5A2) inverse agonists, primary screen, cell-based, luminescence, HEK293T, StAR-luciferase reporter; Nuclear receptor subfamily 5 group A member 2 (Homo sapiens), O00482; LRH-1 transfected, 24 h; inhibition, % at 3.6 µM; 360,000 tested, 0.13% active;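 active means inhibition above the mean inhibition of all tested compounds plus 3 SD, cut at about 73% in these data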;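 further: 0% = DMSO wells and 100% = reporter-only cells lacking LRH-1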
Target sequence (O00482 whole entry, looked up): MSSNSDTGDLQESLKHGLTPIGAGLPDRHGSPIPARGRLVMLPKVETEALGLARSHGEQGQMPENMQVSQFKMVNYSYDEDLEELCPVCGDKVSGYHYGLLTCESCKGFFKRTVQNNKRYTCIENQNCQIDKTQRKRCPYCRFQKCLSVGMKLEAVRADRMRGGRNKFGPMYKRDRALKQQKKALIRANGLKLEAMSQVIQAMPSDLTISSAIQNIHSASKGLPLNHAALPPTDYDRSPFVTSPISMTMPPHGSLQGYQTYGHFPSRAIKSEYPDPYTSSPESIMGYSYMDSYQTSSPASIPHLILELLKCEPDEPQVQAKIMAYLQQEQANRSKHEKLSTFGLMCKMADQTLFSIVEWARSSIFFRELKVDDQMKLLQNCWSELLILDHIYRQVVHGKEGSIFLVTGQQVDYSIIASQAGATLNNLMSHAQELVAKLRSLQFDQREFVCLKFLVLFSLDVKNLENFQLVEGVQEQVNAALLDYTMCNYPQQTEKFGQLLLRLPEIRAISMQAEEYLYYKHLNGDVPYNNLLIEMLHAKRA
TWEAK-Fn14 inh: inhibitors of TWEAK-Fn14 signaling, primary screen, luciferase reporter cells, uHTS. TWEAK-stimulated Fn14 reporter cells, luciferase luminescence, 8 h. inhibition, % at 10 µM. 360,000 tested, 2% active. AID 1159606, 2016; in the data active means inhibition above about 50%
TROY NFkB inh: inhibitors of TROY-driven NF-kB signaling, primary screen, Q293 LMP1-TROYcd cells, NF-kB luciferase, uHTS. Q293 LMP1-TROYcd NF-kB luciferase reporter, 4 h. inhibition, % at 10 µM. 360,000 tested, 0.98% active. AID 1347056, 2019;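 active means compounds whose plate-normalised and pattern-corrected inhibition of the luciferase reporter signal at the single screening dose is 50% or more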
SRC3 inh: SRC3 coactivator transcriptional activity inhibitors, primary screen, cell-based, luminescence; HEK293 GAL4-SRC3 luciferase reporter; 360,000 tested, 0.17% active; Nuclear receptor coactivator 3 (Homo sapiens), Q9Y6Q9; inhibition, % at 3.6 µM;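 active means inhibition above a per-campaign cutoff, the mean of all compounds plus 3 SD, cut at about 60% in these data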;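 further: 0% = DMSO-treated cells and 100% = gossypol-treated cells at 36 µM; higher means less SRC3-driven luciferase light from the GAL4 reporter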
An asterisk follows results filed as active; / = no result given. Some of the compounds tested, so the mix of outcomes need not match the whole.

1) COC(=O)c1cc(-c2c(-c3ccc4c(c3)OCO4)noc2-c2ccsc2)cc([N+](=O)[O-])c1
2) CC(NCc1ccccc1)C1COc2ccccc2O1 (stereo unspecified)
3) CCCCCN(C(=O)CCC(=O)OCc1cc(C)ccc1C)c1c(N)n(CCCC)c(=O)[nH]c1=O
4) O=C(COc1ccc(F)cc1)Nc1ccc(S(=O)(=O)Nc2ncccn2)cc1
5) Cc1ccc(N2CC(C(=O)NCCCn3ccnc3)CC2=O)cc1 (stereo unspecified)
6) COc1ccc(Cn2nnnc2C(c2ccc(C)cc2)N2CCN(C3CCCC3)CC2)cc1 (stereo unspecified)
entry no.	1	2	3	4	5	6
SRC1 inh	-14	5	16	-3	-23	-14
TRAIL sens C8	8	-16	-11	-2	10	6
COUP-TFII inh	-23	-1	14	-5	-15	-17
Shn3 3UTR inh	-19	-7	25	4	7	-8
KKLEB tox	-11	1	6	0	0	-2
EBV LMP1 NFkB	-7	5	-5	0	3	-9
CF NFkB block	29	6	13	0	14	-3
NR5A2 inv ag	-6	-21	2	-10	13	-24
TWEAK-Fn14 inh	5	2	-10	6	-3	-4
TROY NFkB inh	-46	-11	-14	-8	6	-29
SRC3 inh	-9	14	-30	9	-5	7

7) CN(C)C(CNC(=O)c1ccc(Cl)c(S(=O)(=O)N2CCCCCC2)c1)c1ccccc1 (stereo unspecified)
8) COc1cccc(CNC(=O)C2CCN(S(=O)(=O)N3CCCC3)CC2)c1
9) Cc1c(C(=O)N2CCOCC2)c(S(=O)(=O)Nc2ccccc2F)c(C)n1C
10) CCOC(=O)c1ccc(NC(=S)NC(=O)c2nn(CC)cc2Br)cc1
11) COc1ccc(N2C(=O)C(CC(=O)Nc3ccccc3)N(Cc3cccs3)C2=O)cc1 (stereo unspecified)
12) O=C(COc1ccc(Br)cc1)Nc1nc(-c2cccnc2)cs1
entry no.	7	8	9	10	11	12
SRC1 inh	11	4	-4	-11	-1	-12
TRAIL sens C8	32	6	-9	7	-13	5
COUP-TFII inh	63*	18	2	6	-5	5
Shn3 3UTR inh	73	-10	7	11	14	10
KKLEB tox	-7	8	4	-10	0	1
EBV LMP1 NFkB	12	-4	1	3	-1	4
CF NFkB block	-13	-15	11	14	-21	10
NR5A2 inv ag	29	-5	0	-9	-6	8
TWEAK-Fn14 inh	34	12	15	-27	-5	7
TROY NFkB inh	30	-2	9	-33	-5	27
SRC3 inh	19	-6	20	5	2	14

13) CC(C)COC(=O)N1CCCCC1c1cc(C(=O)Nc2ccccc2)no1 (stereo unspecified)
14) O=C(CN1C(=O)NC(c2ccccc2)(c2ccccc2)C1=O)N1CCCCC1
15) CC(C)N1CC(C(=O)O)CC1=O (stereo unspecified)
16) COc1ccc(Oc2c(C)oc3c(CN(C)C)c(O)ccc3c2=O)cc1
17) O=C(NN=Cc1ccc2c(c1)CCN2)c1cccs1
18) Cc1c(N=Cc2cc3c(cc2Cl)OCO3)c(=O)n(-c2ccccc2)n1C
entry no.	13	14	15	16	17	18
SRC1 inh	8	-12	-5	10	-112	6
TRAIL sens C8	4	-1	-2	-3	50*	-10
COUP-TFII inh	-7	-6	-9	-33	-60	-4
Shn3 3UTR inh	14	-20	8	-42	-19	12
KKLEB tox	-9	-2	4	6	-23	-9
EBV LMP1 NFkB	/	-7	-11	-5	-31	-10
CF NFkB block	9	-3	8	0	0	4
NR5A2 inv ag	-18	2	9	9	-163	5
TWEAK-Fn14 inh	3	18	11	5	3	-13
TROY NFkB inh	-10	-8	-11	-19	-11	-3
SRC3 inh	-15	6	3	15	-118	3

Looked up by structure from the entries so far, 6 records:
18) Cc1c(N=Cc2cc3c(cc2Cl)OCO3)c(=O)n(-c2ccccc2)n1C
16) COc1ccc(Oc2c(C)oc3c(CN(C)C)c(O)ccc3c2=O)cc1
17) O=C(NN=Cc1ccc2c(c1)CCN2)c1cccs1
14) O=C(CN1C(=O)NC(c2ccccc2)(c2ccccc2)C1=O)N1CCCCC1
13) CC(C)COC(=O)N1CCCCC1c1cc(C(=O)Nc2ccccc2)no1 (stereo unspecified)
15) CC(C)N1CC(C(=O)O)CC1=O (stereo unspecified)
entry no.	18	16	17	14	13	15
SRC1 inh	6	10	-112	-12	8	-5
TRAIL sens C8	-10	-3	50*	-1	4	-2
COUP-TFII inh	-4	-33	-60	-6	-7	-9
Shn3 3UTR inh	12	-42	-19	-20	14	8
KKLEB tox	-9	6	-23	-2	-9	4
EBV LMP1 NFkB	-10	-5	-31	-7	/	-11
CF NFkB block	4	0	0	-3	9	8
NR5A2 inv ag	5	9	-163	2	-18	9
TWEAK-Fn14 inh	-13	5	3	18	3	11
TROY NFkB inh	-3	-19	-11	-8	-10	-11
SRC3 inh	3	15	-118	6	-15	3

Following part.
19) Cc1ccc(/C=C/C(=O)NC2CCCCCCC2)o1
20) COc1cccc(/C=C2\SC(=O)N(CC(=O)NC3C=CS(=O)(=O)C3)C2=O)c1 (stereo unspecified)
21) CCOC(=O)CSc1nc(C)c2cc(OC)ccc2n1
22) O=C(NCc1ccccc1Cl)c1ccc(CS(=O)Cc2ccc(Cl)cc2)o1 (stereo unspecified)
23) Cc1nc(SCC(=O)NCc2cccs2)nc(C)c1C
24) CC1CN(c2ccc([N+](=O)[O-])c(NCCOc3ccc(Cl)cc3)c2)CC(C)N1 (stereo unspecified)
entry no.	19	20	21	22	23	24
SRC1 inh	-58	-5	-26	13	-1	-12
TRAIL sens C8	-3	12	1	11	11	-3
COUP-TFII inh	-6	-5	-7	-4	30	-41
Shn3 3UTR inh	72	-9	-12	13	-18	-9
KKLEB tox	-8	-22	-9	-18	-2	-18
EBV LMP1 NFkB	-32	-19	-9	2	-13	-79
CF NFkB block	27	-17	2	22	10	-11
NR5A2 inv ag	-44	14	-9	3	3	9
TWEAK-Fn14 inh	44	-45	-14	-4	7	-101
TROY NFkB inh	-5	-4	-80	-7	-1	-106
SRC3 inh	-24	-1	-6	-3	10	-27

25) COc1ccc(N2CCN(Cc3nc(-c4ccc(Cl)cc4Cl)no3)CC2)cc1
26) CCOc1cc(CN2CCN(CCOCCO)CC2)ccc1OC
27) C[C@H]1CN([C@@H](C)CO)C(=O)c2cc(Br)cnc2O[C@H]1CN(C)C(=O)c1cccnc1
28) C=CCc1c(C)nc(C)nc1N/N=C/c1ccc(N(C)C)cc1
29) O=C(c1ccc(Cl)c(S(=O)(=O)N2CCCCCC2)c1)N1CCOCC1
30) CC1(c2ccccc2)NC(=O)N(CC(=O)Nc2ccc(S(=O)(=O)NC3=NCCCCC3)cc2)C1=O (stereo unspecified)
entry no.	25	26	27	28	29	30
SRC1 inh	-6	-45	6	1	-9	-10
TRAIL sens C8	-20	-12	4	-13	6	11
COUP-TFII inh	9	10	0	-2	8	9
Shn3 3UTR inh	-24	1	-19	19	7	-17
KKLEB tox	5	2	22	8	-16	4
EBV LMP1 NFkB	-11	1	0	2	5	-1
CF NFkB block	-7	-4	-18	-37	20	-13
NR5A2 inv ag	-14	-3	-7	-1	6	-15
TWEAK-Fn14 inh	-3	-4	0	7	2	12
TROY NFkB inh	4	5	1	-25	-10	3
SRC3 inh	6	12	4	0	-3	2

31) O=C(Nc1ccc(F)c(Cl)c1)C1CC(=O)N(Cc2ccco2)C1 (stereo unspecified)
32) CC(C)C[C@H](NC(=O)N1CCn2c1nc1ccccc12)C(=O)NC1CCCCC1
33) CCS(=O)(=O)N1CCN(S(=O)(=O)c2ccc(S(=O)(=O)NC3CC3)cc2)CC1
34) CCOc1ccc(C2C(C(=O)/C=C/c3ccco3)=C(O)C(=O)N2CCN2CCOCC2)cc1OC (stereo unspecified)
35) COc1ccc(CCN2C(=O)CC(N3CCN(S(=O)(=O)c4ccccc4)CC3)C2=O)cc1 (stereo unspecified)
36) Cc1[nH]c(=O)c(C#N)c(C)c1CCC(=O)NCc1cccc(C(F)(F)F)c1
entry no.	31	32	33	34	35	36
SRC1 inh	-3	-39	11	-1	7	11
TRAIL sens C8	-16	1	-23	-6	-17	2
COUP-TFII inh	-14	0	10	9	-2	14
Shn3 3UTR inh	-9	3	1	-2	-10	-1
KKLEB tox	1	-10	-5	-5	-8	-2
EBV LMP1 NFkB	-10	-5	1	3	-6	14
CF NFkB block	2	-4	4	16	15	12
NR5A2 inv ag	-10	-22	-40	3	20	2
TWEAK-Fn14 inh	-9	2	-12	15	12	6
TROY NFkB inh	-16	-14	21	1	6	-7
SRC3 inh	8	-4	5	3	11	8

37) CC(C)(C)NC(=O)NC(=O)CSc1ccc(S(=O)(=O)N2CCOCC2)cn1
38) Cc1cccc2sc(NC(=O)CSc3nc4ccccc4o3)nc12
39) Cc1nc(SCC(=O)Nc2nc3ccccc3s2)n[nH]1
40) CCN(CC)C(=O)CSc1nnc2c3ccccc3n(C)c2n1
41) O=C(NN1C(=O)NC2(CCCCC2)C1=O)c1cc2cc(Cl)ccc2o1
42) NC(=O)c1cc(S(=O)(=O)NCCc2ccccc2)cs1
43) C[C@@H]1CN([C@H](C)CO)C(=O)CCCn2nncc2CO[C@H]1CN(C)Cc1ccc(Cl)c(Cl)c1
entry no.	37	38	39	40	41	42	43
SRC1 inh	-4	-7	-22	3	-3	8	-7
TRAIL sens C8	8	-8	4	-16	-7	-2	1
COUP-TFII inh	7	-7	0	0	-1	-3	6
Shn3 3UTR inh	-10	-9	-16	1	10	8	2
KKLEB tox	20	-1	4	-8	-5	-2	-1
EBV LMP1 NFkB	-3	-8	-12	6	-19	-8	1
CF NFkB block	-25	18	8	2	1	4	16
NR5A2 inv ag	21	3	-36	-11	-10	0	-9
TWEAK-Fn14 inh	4	11	11	1	5	-2	6
TROY NFkB inh	-4	6	-23	-6	2	13	11
SRC3 inh	24	-10	-33	-7	4	6	9
